G9a inh: G9a (human) methyltransferase inhibition. AID 504332. G9a H3K9 monomethylation, AlphaScreen, 2 h. Potency, µM (highest dose often 102 µM), inactives show at the highest dose activity, negative = inhibition, actives largely listed as inhibitors. Q96KQ7. 8.8% of 350,000 active; note: potency is the fitted concentration of half-maximal effect; % is set by controls: 0 for no effect and ±100 for the full control effect; nearly all actives have a fitted effect of over 75% in size
Target sequence (Q96KQ7 913-1193 limits assumed): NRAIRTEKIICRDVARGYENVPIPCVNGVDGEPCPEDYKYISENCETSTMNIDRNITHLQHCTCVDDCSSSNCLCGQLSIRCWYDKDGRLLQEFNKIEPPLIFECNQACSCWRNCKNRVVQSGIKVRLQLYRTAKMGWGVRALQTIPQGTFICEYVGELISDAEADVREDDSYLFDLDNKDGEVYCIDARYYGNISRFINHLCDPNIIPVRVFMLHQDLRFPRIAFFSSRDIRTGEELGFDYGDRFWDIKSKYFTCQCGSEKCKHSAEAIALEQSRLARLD
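Quantitative HTS format: methyltransferase activity on a biotin-tagged H3K9 peptide is measured by AlphaScreen, using a rabbit anti-monomethyl-H3K9 antibody with streptavidin donor and anti-IgG acceptor beads. Final levels are 20 nM enzyme, 500 nM peptide, 20 uM SAM; 2 h RT.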
GLS inh: blocks human kidney-isoform glutaminase activity; Potency, µM (titrated, usually from 45.5 µM), without a hit: top-dose activity change, negative = inhibition, usual class: inhibitors; GLS enzymatic activity, qHTS titration; 0.21% of 410,000 active; AID 624170; note: potency is the fitted concentration of half-maximal effect; % is set by controls: 0 for no effect and ±100 for the full control effect
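hKGA in 45 mM KH2PO4 (pH 8.2), 0.02% Tween-20 with compound, then 1mM L-Glutamine (stock as added) plus glutamate oxidase/HRP/Amplex red coupling mix. Fluorescence read initially and after 30 min at RT; signal change reflects glutamate formation.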
JMJD2A Tudor: inhibitors of human JMJD2A Tudor domain | AlphaScreen JMJD2A-Tudor / H3K4me3 peptide binding | O75164 | 4.4% of 390,000 active | Potency, µM (series often up to 114 µM), for inactives: at the top dose activity change, negative = inhibition, hits mostly inhibitors; note: potency is the fitted concentration of half-maximal effect; % is set by controls: 0 for no effect and ±100 for the full control effect; nearly all actives have a fitted effect of over 50% in size
PI4K2A block: blocks human PI4K2A kinase activity; purified PI4K2A, ADP-Glo luminescence, 1 h; stronger effect = lower value; 0.13% of 420,000 active; activity change, negative = inhibition, % at 76.9 µM; AID 1346378; Q9BTU6; in the data active = activity change below about -50%; inconclusive = mostly about -30% to -49%;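 note: -100% = wells without enzyme as full effect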
Target sequence (Q9BTU6 whole entry, looked up): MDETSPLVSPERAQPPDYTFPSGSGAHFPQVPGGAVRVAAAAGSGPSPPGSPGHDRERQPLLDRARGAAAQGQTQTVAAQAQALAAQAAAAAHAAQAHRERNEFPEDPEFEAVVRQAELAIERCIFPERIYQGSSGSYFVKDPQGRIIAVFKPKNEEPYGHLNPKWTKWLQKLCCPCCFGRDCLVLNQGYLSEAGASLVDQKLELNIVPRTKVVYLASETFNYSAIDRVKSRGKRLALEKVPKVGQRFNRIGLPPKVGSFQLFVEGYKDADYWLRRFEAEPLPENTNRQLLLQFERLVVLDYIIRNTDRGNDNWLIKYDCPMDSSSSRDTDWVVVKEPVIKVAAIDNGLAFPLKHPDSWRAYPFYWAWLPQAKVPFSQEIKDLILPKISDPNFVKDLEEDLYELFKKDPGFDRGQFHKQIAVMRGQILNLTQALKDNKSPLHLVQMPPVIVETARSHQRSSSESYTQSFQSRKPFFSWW
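ADP-Glo luminescence measured ADP generated by PI4K2A enzyme (4 ug/mL before mixing) with 1.2 mM PI substrate (pre-mix) and 300 microM ATP (pre-mix). Tris pH7.5 buffer with MgCl2, Triton X-100; 1 h reaction at ambient temperature.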
Pin1 inhibitor: human Pin1 inhibition. Q13526. Pin1 FP peptide displacement, HiFluor488, 10 min. Potency, µM (highest dose often 115 µM), for inactives: top-dose activity, negative = inhibition, actives largely listed as inhibitors. 0.009% of 390,000 active. AID 504891; active = well fitted inhibition curve with a large enough effect in the polarisation, with a control signal flat, not every such curve was filed as active; inconclusive = small, poorly fitted or top-dose-only effect, or effect the other way, or a change in a side signal; inactive = no such curve, though single readings can be large or run the other way; the % refers to the polarisation; note: potency is the fitted concentration of half-maximal effect; % is set by controls: 0 for no effect and ±100 for the full control effect
ERG-DNA inh: ERG Ets/DNA interaction inhibition | fluorescence polarization, His-ERG Ets domain / labelled DNA | Potency, µM (highest dose often 76.9 µM), inactives show at the top dose FP activity, negative = inhibition, hits mostly inhibitors | 0.028% of 370,000 active | AID 624246; active = well fitted inhibition curve with a large enough effect in the polarisation, with a control signal flat; inconclusive = small, poorly fitted or top-dose-only effect, or effect the other way, or a change in a side signal; inactive = no such curve, though single readings can be large or run the other way; the % refers to the polarisation;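 note: polarization taken with two DNA probes labelled with fluorescein and Texas red; potency is the fitted concentration of half-maximal effect; % of control where 0% means no effect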
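His-tagged ERG Ets domain (1 uM in the protein solution; 300mM KCl, 50mM Tris-HCl, 1mM EDTA, 1mM DTT, pH 7.5) received compound, then a probe mix of 5 nM fluorescein-DNA and 100nM Texas-615-DNA. Fluorescence polarization was read for both dyes.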
Tb PGK inh: inhibitors of T. brucei phosphoglycerate kinase. Potency, µM (top dose mostly 57.5 µM), without a hit: at the highest dose activity change, negative = inhibition, hits mostly inhibitors. PGK/GAPDH coupled, Kinase-Glo luminescence, 60 min. 0.043% of 380,000 active; note: potency is the fitted concentration of half-maximal effect; % is set by controls: 0 for no effect and ±100 for the full control effect; nearly all actives have a fitted effect of over 60% in size
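Luminescent ATP detection (Kinase-Glo Plus) follows a 60-minute room-temperature incubation, with wells lacking PGK as controls. Buffer: 100 mM TEA (pH 7.6), 5 mM MgCl2, 0.01% Tween-20. Coupling enzyme GAPDH (100 nM final) supplies unstable 1,3-BPG in-well.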
HP1b binding inh: HP1-beta chromodomain-methylated histone interaction inhibition. AlphaScreen HP1-beta / biotin-H3K9me3 peptide binding. Potency, µM (titrated, usually from 114 µM), without a hit: at the top dose activity change, negative = inhibition, actives largely listed as inhibitors. 0.56% of 390,000 active. AID 540317; note: potency is the fitted concentration of half-maximal effect; nearly all actives have a fitted effect of over 70% in size; inactives centre near 23
Target sequence (P83916 whole entry, looked up): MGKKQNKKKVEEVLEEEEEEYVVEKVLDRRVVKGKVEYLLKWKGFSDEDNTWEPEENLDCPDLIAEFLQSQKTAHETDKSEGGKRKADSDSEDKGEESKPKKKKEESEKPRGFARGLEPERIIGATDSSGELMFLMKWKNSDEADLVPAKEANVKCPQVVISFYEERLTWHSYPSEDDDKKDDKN
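Compound inhibition of the preformed complex between 50 nM HP1-beta and 50 nM biotinylated H3K9me3 peptide was read by AlphaScreen. Buffer was PBS pH 7.4 with 0.01% Tween-20. Incubations ran 30 min at room temperature, with 10 ug/mL donor/acceptor beads.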
BAZ2B inh: inhibitors of human BAZ2B bromodomain | Q9UIF8 | AlphaScreen BAZ2B-H3K14Ac peptide displacement | Potency, µM (doses to about 114 µM), without a hit: at the highest dose activity change, negative = inhibition, hits mostly inhibitors | 4.4% of 360,000 active | AID 504333; note: potency is the fitted concentration of half-maximal effect; % is set by controls: 0 for no effect and ±100 for the full control effect; nearly all actives have a fitted effect of over 60% in size
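BAZ2B 50 nM plus b-H3(5-23)K14Ac 50 nM, PBS pH 7.4/0.01% Tween-20, 30 min RT; compound added (max 110 uM), 30 min RT; streptavidin donor/Ni-chelate acceptor beads 10 ug/mL final, 20 min dark; AlphaScreen read.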
* hit, by the source's call; i = inactive; ? = inconclusive; . = not tested or not shown; [ ] = dose if it differs, or a comment. Unless noted, calls come from the whole dose curve; as a rule, active = well fitted curve in the direction sought with a large enough effect; inconclusive = small, poorly fitted or top-dose-only effect, or another doubt; inactive = no such curve, though single readings can be large; an effect the other way counts as inactive or inconclusive.

Sequence of screens – G9a inh | GLS inh | JMJD2A Tudor | PI4K2A block | Pin1 inhibitor | ERG-DNA inh | Tb PGK inh | HP1b binding inh | BAZ2B inh
[1] O=C(O)/C(=C\c1ccccc1Cl)c1ccc(S(=O)(=O)N2CCCCC2)s1
  ? | 17.5% | -11.0% | -1.5 | 1.6% | 9.4% | -2.4% | 34.5% | -38.1%
[2] CC(Nc1cc(N2CCN(S(=O)(=O)N(C)C)CC2)ccc1[N+](=O)[O-])c1ccccc1 (stereo not drawn)
  ? | -0.9% | ? | 0.6 | -5.4% | -6.4% | -6.8% | -2.1% | -38.9%
[3] CCOc1cc(C)c(C(C)C)cc1S(=O)(=O)N1CC(C)OC(C)C1 (stereo not drawn)
  -4.3%[12.7 µM] | -0.8% | -11.5% | -0.8 | 2.5% | 5.9% | i | 18.6% | 11.7%
[4] CCC[C@@H](CN1CCC[C@H]1CN1C(N)=NC[C@H]1CC(C)C)N1C[C@@H]([C@H](C)CC)N(CCc2ccc(Cl)c(Cl)c2)C1=N
  . | 10.0% | ? | -7.1 | -6.4% | 3.6% | -17.5% | 6.3% | .
[5] CCOC(=O)N1CCN(C(=O)c2cccc(N3C(=O)NC4CC3(C)Oc3ccccc34)c2)CC1 (stereo not drawn)
  -0.2%[0.501 µM] | -11.5% | -15.0% | 1.0 | -5.1% | -1.3% | -8.9% | 28.1% | -14.2%
[6] O=c1c2oc3ccccc3c2n(Cc2ccccc2Cl)c(=O)n1Cc1ccc2c(c1)OCO2
  -28.4%[59 µM] | -10.0% | -2.9% | 2.9 | 1.3% | -1.1% | -5.3% | 20.6% | ?
[7] COc1ccc(/C=C/c2nnc(NC(=O)COc3ccc(C)cc3)s2)cc1
  14.7%[59 µM] | 9.1% | -22.1% | 2.7 | 0.1% | 9.2% | i | 14.9% | -3.1%
[8] COc1ccc(N2CCN(C(=O)COC(=O)CNC(=O)c3ccccc3)CC2)cc1
  19.7% | -5.0% | -8.3% | 4.3 | -8.6% | 10.2% | -5.9% | 5.7% | -13.8%
[9] O=[N+]([O-])c1cccc(-c2csc(CS(=O)(=O)Cc3ccco3)n2)c1
  ? | -0.9% | -22.1% | -1.1 | -1.0% | 11.4% | 2.7% | 6.1% | ?
[10] Cc1noc(C)c1C(=O)NCCc1ccc(S(N)(=O)=O)cc1
  . | 5.7% | -1.5% | -1.4 | -2.0% | -6.5% | 2.5% | 43.7%[activator] | 2.7%
[11] CCOc1ccc(NC(=O)c2nn(C)c(C(=O)Nc3ccc(OCC)cc3)c2[N+](=O)[O-])cc1
  -8.6%[0.501 µM] | 3.8% | -12.2% | 2.7 | -4.2% | 1.7% | -3.1% | 6.8% | 9.9%
[12] COCc1cc(C)nc(NC2CCCCC2)c1C#N
  5.3%[59 µM] | -5.0% | 56.5%[activator] | -10.2 | -6.7% | -9.7% | 6.3% | 95.6%[activator] | 145.3%[activator]
[13] CCc1nnc(NC(=O)c2cc(S(=O)(=O)N3CCCCC3)ccc2C)s1
  -44.8%[59 µM] | 0.4% | -14.4% | 1.9 | -2.6% | -3.9% | -7.9% | 21.3% | 11.5%
[14] COc1ccc(N2CC3=C(C2=O)C(c2ccc(Br)cc2)NC(=O)N3C)cc1 (stereo not drawn)
  5.3%[59 µM] | 4.6% | -13.8% | 0.3 | -4.8% | -13.6% | -8.2% | 43.9%[activator] | -29.1%
[15] COc1cccc2cc(C(=O)Nc3ccccc3C)/c(=N/NS(=O)(=O)c3ccccc3)oc12
  9.5%[59 µM] | -2.7% | -8.9% | -0.1 | 2.0% | 9.4% | -2.9% | 76.2%[activator] | -13.4%
[16] NS(=O)(=O)c1ccc(NC(=O)COC(=O)c2cn(-c3ccccc3)nc2-c2ccccc2)cc1
  -9.5%[12.7 µM] | 0.9% | -10.6% | 3.5 | 9.1% | 10.0% | 2.6% | 22.9% | 3.5%
[17] CC1(C)CC(=O)CC(=Nc2ccc(C(=O)O)cc2)C1
  -1.5%[59 µM] | 10.2% | -0.4% | -5.1 | 4.8% | -0.2% | -0.5% | 35.0% | -5.7%
[18] CCOc1ccc(NC(=O)CC2C(=O)N(c3ccc(C)cc3)C(=O)N2Cc2ccc(OC)cc2)cc1 (stereo not drawn)
  -33.9%[59 µM] | 5.8% | ? | 0.0 | 1.2% | 1.4% | 3.7% | 11.9% | ?
[19] COc1ccccc1NC(=O)NCCCN1CCN(c2ccc(F)cc2)CC1
  -38.9%[59 µM] | 32.9%[activator] | -35.3% | 2.7 | 0.7% | -6.1% | i | 5.9% | -26.8%
[20] O=S(=O)(c1cc(F)ccc1F)N1CCN2CCCC2C1 (stereo not drawn)
  . | 3.1% | -9.2% | -2.8 | 2.0% | 3.9% | i | 32.7% | -7.4%
[21] C=CC[C@H](CC(=O)N(CCO)Cc1ccccc1)C(=O)NCCOC(=O)[C@@H](CC=C)Cc1ccc(F)cc1
  . | 1.3% | -28.2% | 6.5 | -10.2% | 2.3% | i | 19.4% | .
[22] Cc1ccc(-n2ccnc(NCc3ccccc3)c2=O)cc1C
  ? | 2.8% | -17.2% | -0.4 | -7.9% | -4.4% | 1.2% | -15.8% | ?
[23] COCC(=O)Nc1cc(C)c2c(=O)oc3ccccc3c2n1
  4.3% | 0.3% | -13.5% | -6.9 | 16.2% | -8.3% | -8.5% | 29.1% | 0.7%
[24] Cc1ccc(S(=O)(=O)Cc2ccc(C(=O)N3CCN(c4ccccn4)CC3)o2)cc1
  -10.1% | 4.2% | -22.1% | 4.0 | 7.2% | -1.3% | 1.3% | 26.4% | -8.2%
[25] Cc1ccnc(NC(=O)CCC(=O)N(CC(=O)NCCc2ccccc2)Cc2cccs2)c1
  7.3% | 3.1% | 7.1% | -0.6 | -7.0% | -6.3% | -4.3% | 37.0% | -11.9%
[26] Nc1ccc(Cl)cc1C(=O)OCC(=O)NC1CCS(=O)(=O)C1 (stereo not drawn)
  30.4% | 1.2% | -5.5% | 1.2 | -1.4% | 0.1% | 4.2% | 14.2% | -0.8%
[27] Cc1c(C(=O)N(Cc2ccccc2)Cc2cccnc2)cnn1-c1ccc(F)cc1
  ? | 5.8% | -3.4% | 0.3 | 0.9% | 5.5% | 3.3% | 23.1% | -2.3%
[28] CC(C)c1ccccc1OCC(=O)NCC(c1cccs1)N1CCOCC1 (stereo not drawn)
  -2.9%[59 µM] | 14.8% | -5.9% | -8.1 | -2.6% | 3.7% | 3.3% | 44.3%[activator] | 4.3%
[29] Nc1cc(=O)[nH]c(SCCSc2ccc(F)cc2)n1
  15.9% | ? | -6.3% | 0.2 | 5.4% | -0.3% | 2.1% | -1.6% | 1.1%
[30] Cc1ccc(CNC(=O)C2CC2c2ccccc2)cc1 (stereo not drawn)
  3.4%[59 µM] | 6.2% | -14.3% | 4.9 | 3.2% | -5.3% | -6.3% | 10.6% | 0.0%
[31] C=CC[C@H](CC(=O)OC(C)(C)C)C(=O)OC[C@H]1CCCN1C(=O)[C@H](CC=C)CC(=O)N(CCO)Cc1ccccc1
  . | -1.2% | -10.7% | 2.7 | 0.4% | -9.7% | -1.6% | 40.3%[activator] | .
[32] Cc1cc(C(=O)COC(=O)c2ccco2)c(C)n1Cc1ccco1
  ? | -18.7% | ? | -8.2 | ? | -2.9% | -7.2% | ? | .
[33] C#CCOc1ccc(/C=C2/C(=O)N(c3cccc(C(=O)O)c3)N=C2C)cc1OC
  . | 0.1% | ? | ? | 0.9% | -2.8% | i | -10.8% | -36.9%
[34] CCCCOc1ccc(C(=O)N/C(=C\c2cccc([N+](=O)[O-])c2)C(=O)OC(C)C)cc1
  4.6%[59 µM] | 0.4% | 4.1% | -0.4 | 1.1% | -1.8% | -6.5% | 41.5%[activator] | -6.7%
[35] COc1ccc(-c2nnn3c2nc(N2CCCC(C)C2)c2ccccc23)cc1 (stereo not drawn)
  117.4%[activator][59 µM] | 2.4% | 62.3%[activator] | 0.7 | 6.2% | -0.5% | 9.7% | 138.2%[activator] | 55.3%[activator]
[36] CN(/C=C1/C(=O)CNC1=O)CCO
  ? | -12.9% | -9.8%[11.4 µM] | -4.0 | -2.0% | -3.0% | -2.1% | -11.0% | 16.0%
[37] Nc1cnc(Br)cc1Br
  9.0% | -0.8% | -11.0% | 3.5 | 3.5% | -3.2% | 1.5% | 11.8% | 4.3%
[38] O=C(O)c1ccccc1C(=O)NNc1cccc(Cl)n1
  44.7µM* | 1.1% | -6.4% | 1.7 | -1.0% | 4.5% | i | 20.0% | -21.3%
[39] Cc1ccc(CNS(=O)(=O)c2c(N)n(C)c(=O)n(C)c2=O)cc1
  -12.4% | 0.4% | -8.9% | 2.5 | -2.4% | 21.8% | -5.3% | 33.1% | -8.2%
[40] CC(C)(C)c1ccc(NC(=O)COC(=O)c2ccc(CN3CCCC3=O)cc2)cc1
  8.2%[12.7 µM] | 10.9% | -16.4% | -0.2 | -17.2% | -10.9% | 2.2% | 19.7% | 5.5%
[41] COc1ccc(OC)c(N(CC(=O)N2CCOCC2)S(C)(=O)=O)c1
  9.5% | -2.9% | -2.9% | 1.9 | 2.6% | -4.2% | -0.4% | 13.2% | 5.7%
[42] CC(C)(C)CNC(=O)c1cccc2c1C(=O)c1ccc(N3CCCC3)cc1S2(=O)=O
  . | 4.7% | -7.0% | -1.6 | ? | 15.3% | -4.4% | 32.9% | .
